# LMNA splice mod = modulators of lamin A splicing. HeLa LMNA splicing GFP/RFP minigene ratio, 48 h. Potency, µM (series often up to 46.1 µM), for the others: at the top dose ratio change, negative = inhibition, actives largely listed as inhibitors. hit rate 0.01% among 200,000; active means well fitted inhibition curve with a large enough effect in the signal ratio, with a control signal flat, not every such curve was filed as active; inconclusive means small, poorly fitted or top-dose-only effect, or effect the other way, or a change in a side signal; the % refers to the signal ratio; further: potency means the concentration at half of the fitted maximal effect; on the % scale 0 is the no-effect control and ±100 the full control effect
#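 S3 HeLa stable clones carrying a lamin A-EGFP splicing minigene plus DsRed2 were seeded at 600 cells/well in Opti-MEM with 2% FBS, pin-dosed and incubated 48 h at 37°C. Acumen cytometry (488 nm) gave the GFP/RFP total-intensity ratio.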
# CBFb RUNX1 block = inhibitors of human CBF-beta and RUNX1 interaction; 230,000 tested, under 10 active; Potency, µM (series often up to 59.8 µM), without a hit: at the highest dose activity, negative = inhibition, hits mostly inhibitors; AlphaScreen CBFb-His/RUNX1-biotin binding, biochemical; AID 1477; further: % of control where 0% means no effect
# Target sequence (Q01196 whole entry, looked up): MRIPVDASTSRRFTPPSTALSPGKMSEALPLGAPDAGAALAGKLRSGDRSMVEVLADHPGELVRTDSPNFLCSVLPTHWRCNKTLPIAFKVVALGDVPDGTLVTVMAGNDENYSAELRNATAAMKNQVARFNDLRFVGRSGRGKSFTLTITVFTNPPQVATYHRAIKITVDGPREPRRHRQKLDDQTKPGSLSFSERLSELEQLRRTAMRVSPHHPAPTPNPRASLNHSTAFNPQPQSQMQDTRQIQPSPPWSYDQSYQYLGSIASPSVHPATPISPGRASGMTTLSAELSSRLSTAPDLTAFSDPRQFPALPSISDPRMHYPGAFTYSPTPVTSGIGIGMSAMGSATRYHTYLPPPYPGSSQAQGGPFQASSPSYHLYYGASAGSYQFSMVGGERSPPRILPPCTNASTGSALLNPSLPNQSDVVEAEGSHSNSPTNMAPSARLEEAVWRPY
# Target sequence (Q13951 whole entry, looked up): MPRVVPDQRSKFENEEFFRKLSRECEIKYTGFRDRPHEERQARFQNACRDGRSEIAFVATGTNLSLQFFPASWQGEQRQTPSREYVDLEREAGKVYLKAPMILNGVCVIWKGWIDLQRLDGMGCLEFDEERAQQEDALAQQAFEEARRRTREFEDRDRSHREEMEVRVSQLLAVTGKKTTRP
#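 CBFb-His/RUNX1-biotin, 30 nM each, preincubated 20 min RT; compound 15 min RT; Ni + streptavidin beads 50 ng each, 90 min RT; AlphaScreen read.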
# NPSR antag = blocks cAMP signaling of the human neuropeptide S receptor | Q6W5P4 | CHO-NPSR cells, cAMP TR-FRET, antagonist mode | Potency, µM (highest dose often 38.3 µM), inactives show at the highest dose activity change, negative = inhibition, hits mostly inhibitors | hit rate 1% among 220,000; further: potency means the concentration at half of the fitted maximal effect; on the % scale 0 is the no-effect control and ±100 the full control effect; nearly all actives have a fitted effect of over 50% in size; many of its hits are not listed in these tables
# Target sequence (Q6W5P4 whole entry, looked up): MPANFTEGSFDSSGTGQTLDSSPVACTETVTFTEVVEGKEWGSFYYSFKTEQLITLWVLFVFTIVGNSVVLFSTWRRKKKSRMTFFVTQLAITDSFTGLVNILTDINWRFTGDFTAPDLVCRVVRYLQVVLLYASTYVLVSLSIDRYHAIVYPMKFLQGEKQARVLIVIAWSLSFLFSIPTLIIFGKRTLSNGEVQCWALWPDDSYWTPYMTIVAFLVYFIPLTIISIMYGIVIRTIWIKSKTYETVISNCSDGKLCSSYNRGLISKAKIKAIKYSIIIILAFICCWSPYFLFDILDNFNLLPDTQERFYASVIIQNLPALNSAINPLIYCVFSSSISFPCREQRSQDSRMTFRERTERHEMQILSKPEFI
# KinaseGlo FLuc = counter-screen: inhibitors of Kinase-Glo firefly luciferase. Q27757. Kinase-Glo luciferase, ATP luminescence, 8 min. Potency, µM (titrated, usually from 38.3 µM), for inactives: at the top dose activity change, negative = inhibition, usual class: inhibitors. hit rate 0.28% among 200,000. AID 1379; further: potency means the concentration at half of the fitted maximal effect; on the % scale 0 is the no-effect control and ±100 the full control effect; nearly all actives have a fitted effect of over 60% in size
#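 Substrate mix (final 50 mM imidazole pH 7.2, 50 mM KCl, 7 mM MgCl2, 10 uM ATP, 0.01% Tween 20, 0.05% BSA) plus pin-tool compound, then Kinase-Glo detection mix; 8 min ambient, luminescence read.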
# aGal spleen mod = inhibitors or activators of human alpha-galactosidase in spleen homogenate | human spleen homogenate, 4MU-alpha-Gal fluorescence, 40 min | Potency, µM (highest dose often 80 µM), inactives show at the highest dose activity change, negative = inhibition, usual class: inhibitors | hit rate 0.008% among 240,000 | AID 2107;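 further: potency means the concentration at half of the fitted maximal effect; 0% = enzyme with vehicle and -100% = no enzyme basal signal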
#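 Spleen homogenate 1 ug + cpd (titration) + 4-MU-alpha-D-galactopyranoside 1 mM; 37C 40 min; 50 mM citrate/phosphate pH 5.0, 0.01% Tween-20; stop pH 10; fluorescence 365/440; AC50 via Hill.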
# IMPase Li cell = IMPase inhibition in cells with lithium potentiation. hit rate 0.35% among 210,000. CHO-M1 cells, IP1 TR-FRET (IP-One), carbachol + lithium. Potency, µM (titrated, usually from 59.4 µM), for inactives: top-dose activity, negative = IMPase inhibition, most hits filed as inhibitors;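 further: IP1 builds up when IMPase is blocked and the TR-FRET signal falls; potency means the concentration at half of the fitted maximal effect; plate controls were basal vehicle for no effect and high inhibitor control for full effect; nearly all actives have a fitted effect of over 50% in size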
#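 Readout is a homogeneous TR-FRET IP1 immunoassay (Ex 320, Em 665 and 620), where raised cytosolic IP1 lowers signal. Cells were CHO-M1 treated 30 min at 37C with test compounds plus a little lithium; AC50 values came from Hill-equation fitting.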
# Epigenetic derep = derepresses silenced GFP reporter in murine cells | murine LDR cells, GFP reporter derepression, 30 h | Potency, µM (highest dose often 53.9 µM), for inactives: at the highest dose GFP activation, actives largely listed as activators | hit rate 0.2% among 280,000; further: potency means the concentration at half of the fitted maximal effect; % of control where 0% means no effect; nearly all actives have a fitted effect of over 60% in size
#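 Readout is the number of GFP-expressing murine LDR cells, counted by cytometry following washing. Cells were treated with compound for 30 h at 37 C; the stably integrated CMV-GFP locus is normally silent.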
# * marks the source's active call; other numbers are inactive results; ? = inconclusive; . = no result given; [ ] = dose if it differs, or a comment. Unless noted, the call rests on the fitted dose curve; in most records, active means well fitted curve in the direction sought with a large enough effect; inconclusive means small, poorly fitted or top-dose-only effect, or another doubt; inactive means no such curve, though single readings can be large; an effect the other way counts as inactive or inconclusive.
SMILES,LMNA splice mod,CBFb RUNX1 block,NPSR antag,KinaseGlo FLuc,aGal spleen mod,IMPase Li cell,Epigenetic derep
O=C(CN1C(=O)c2cccc3cccc(c23)C1=O)N1CCN(Cc2ccc3c(c2)OCO3)CC1,-22%,-1%,-14%[46.1 µM],3%,-1%,15%,-3.4%
CCOc1nc(OCC)nc(N2CCC(C)CC2)n1,18%,12%,-28%[46.1 µM],-2%,-1%,31%[38.3 µM],-0.9%
CCCCOC(=O)c1ccc(NC(=O)c2ccccc2OC)cc1,16%,23%,-24%,-7%,-10%,9%,2.3%
CCOc1c(C=C(C#N)C#N)c2ccccc2n1CC,?,4%,-13%,2%,2%,11%,-3.2%
Cc1cc(Cl)ccc1Oc1ccccc1C(=O)CC#N,.,-12%,-13%,2%,-1%,1%,1.1%
Cc1cc(/C=C2\SC(=S)NC2=O)c(C)n1-c1cccc(O)c1,.,?,?,.,8%,.,-1.3%
Cc1ccc(OCCn2cc(C(=O)O)c3ccccc32)cc1,.,1%,-8%,-1%,6%,7%,1.2%
CCc1ccc(NC(=O)c2ccc(Cn3cc([N+](=O)[O-])cn3)cc2)cc1,-3%,8%,-8%,-1%,-1%,7%,0.0%
CCOC(=O)c1[nH]c(C)c(C(=O)NCCc2ccc(OC)cc2)c1C,-7%,9%,-2%[46.1 µM],2%,1%,29%[38.3 µM],0.0%
Cc1cccn2c(=O)c(/C=C(\C#N)S(=O)(=O)c3ccc(Cl)cc3)c(N3CCC(C(N)=O)CC3)nc12,4%,-15%,?,-4%,6%,1%[38.3 µM],6.1%
Cc1ccc(Cl)cc1NC(=S)N(CCCN1CCN(C)CC1)Cc1cccs1,-5%[46 µM],2%,-13%,2%,4%,2%,0.0%
CCCOC(=O)/C(=C\C=C\c1ccco1)NC(=O)c1ccccc1,.,-15%,-57%,-2%,0%,17%,?
FC(F)(F)COc1cc(-c2nnc(SCc3ccccc3)n2Cc2ccco2)cc(OCC(F)(F)F)n1,.,21%,?,.,-4%,.,-0.3%
O=C(CCC(=O)OCc1cccc([N+](=O)[O-])c1)Nc1ccccc1Cl,-5%[46 µM],1%,12%,2%,-4%,-3%,2.3%
CC(=O)c1cccc(Nc2c([N+](=O)[O-])c(=O)oc3ccccc23)c1,.,10%,0%,.,-2%,.,-2.6%
CC1(C)CCc2cc(-c3ccn(S(=O)(=O)c4ccccc4Cl)n3)ccc2O1,.,9%,31%[7.67 µM],.,1%,.,-0.4%
CCN(CC)C(=N)N1c2ccccc2CCC1C (configuration not stated),.,10%,18%,0%,3%,?,-1.2%
COc1cccc(C(C(=O)NC2CCCCC2)N(C(=O)Cc2cccs2)c2ccc(-n3cnnn3)c(OC)c2)c1 (configuration not stated),15%,6%,?,-3%,1%,12%[38.3 µM],0.0%
COc1ccc(/C(N)=N/OC(=O)CN(C)S(=O)(=O)c2ccc(C)cc2)cc1,.,?,7%,.,7%,.,-1.9%
COc1ccc(NC(=S)N(CCCN2CCOCC2)Cc2cn(C)c3ccccc23)cc1,?,-8%,8%,6%,7%,0%,0.0%
Nc1nc(SCC(=O)N2N=C(c3ccc(Cl)cc3)CC2c2ccco2)n[nH]1 (configuration not stated),.,-18%,21%,.,-6%,.,1.2%
Cc1ccc(S(=O)(=O)N2CCC(C(=O)Nc3nnc(C4CCCC4)s3)CC2)cc1,-1%,13%,1%[46.1 µM],1%,-11%,?,-1.0%
CCc1nnc(NC(=O)CSc2nc3[nH]ncc3c(=O)[nH]2)s1,10%[46 µM],-3%,13%,1%,6%,-6%,0.0%
CCOc1ccc(N2CC(C(=O)Nc3cc(C)on3)CC2=O)cc1 (configuration not stated),-1%,4%,9%,0%,0%,-2%,1.0%
FC(F)(F)Oc1ccccc1-c1nnc(-c2cccc(C(F)(F)F)c2)o1,.,15%,18%,.,-7%,.,4.8%

# Next structures
SMILES,LMNA splice mod,CBFb RUNX1 block,NPSR antag,KinaseGlo FLuc,aGal spleen mod,IMPase Li cell,Epigenetic derep
CC(C)(CO)NCC(=O)Nc1cc(C(F)(F)F)cc(NC(=O)CNC(C)(C)CO)c1Cl,6%,?,10%,-2%,-2%,-9%,1.1%
Cc1cccc2nc(CSc3ncccc3C(=O)O)cn12,16%[46 µM],-2%,7%,0%,-7%,4%,-0.4%
COc1ccc2[nH]c(C(=O)O)c(NS(=O)(=O)c3ccc(OC)c(OC)c3)c2c1,9%,-1%,3%[46.1 µM],2%,-3%,12%[38.3 µM],-1.0%
O=c1nc(NCc2ccco2)sc2ncccc12,2%,4%,-4%[46.1 µM],2%,0%,15%[38.3 µM],1.2%
CC(C)Oc1cccc(C(=O)NC(=S)N2CCN(c3ccc(C(F)(F)F)cc3[N+](=O)[O-])CC2)c1,-26%,?,-23%[46.1 µM],-4%,-1%,3%[38.3 µM],-2.3%
O=C(Nc1cccc(S(=O)(=O)N2CCOCC2)c1)[C@@H]1CCCN1S(=O)(=O)c1ccc(Cl)cc1,?,9%,-1%,1%,10%,19%,-2.0%
Cc1ccc(C(=O)NCCN2C3=NC[C@H](Cc4ccc(O)cc4)N3C[C@H]2Cc2ccc(O)cc2)cc1Br,.,-10%,-10%,.,2%,.,4.8%
O=C(NCCCCNC(=O)c1ccco1)c1ccco1,1%,-3%,7%[46.1 µM],9%,6%,-4%[38.3 µM],0.8%
S=C(NCCCN1CCOCC1)Nc1ccc(Cl)cc1,?,4%,16%,1%,-6%,-2%,2.2%
O=C(O)c1cn[nH]c1-c1cccc([N+](=O)[O-])c1,.,-8%,6%,.,-2%,16%,0.0%
O=C(c1cccs1)N1CCN(C(=O)c2ccco2)c2ccccc2C1,1%,2%,1%[46.1 µM],1%,-7%,-16%[38.3 µM],4.1%
CC(C)(CO)Nc1nc(N2CCCC2)nc(N2CCCC2)n1,-5%,4%,1%[46.1 µM],1%,-3%,6%,2.4%
COc1cc(/C=N\NC(=O)C2C(=O)NCC2c2ccccc2)cc(OC)c1O (configuration not stated),-9%,4%,-10%[46.1 µM],-4%,15%,4%[38.3 µM],0.0%
COc1ccc2c(c1OC)C(=O)OC2CC(=O)O (configuration not stated),1%,0%,2%[46.1 µM],-3%,-21%,7%[38.3 µM],2.3%
COc1ccccc1[C@@H]1C(c2cccc(C)c2)=NN(c2ccc(Br)cc2)[C@H]1C(=O)N1CCOC1=O,.,5%,.,1%[39.9 µM],-3%,-9%,-1.4%[40.7 µM]
Cc1ccc(CSCCNC(=O)c2cccc([N+](=O)[O-])c2)cc1,?,-1%,-25%,2%,2%,14%,0.0%
Cc1ccc2c(c1)C1CN(C)CCC1N2C(=O)COc1ccccc1F (configuration not stated),.,15%,4%,.,8%,.,-3.1%
CSc1c(CC(=O)NCCO)n(C)c2ccccc12,-3%,-5%,4%,-1%,1%,1%,-1.0%
COc1ccc2c(CCNC(=O)c3ccco3)c[nH]c2c1,-5%,1%,-7%[46.1 µM],-1%,-1%,-1%[38.3 µM],-0.1%
Cc1[nH]n(-c2ccccc2)c(=O)c1N=Nc1ccccc1C(=O)N1CCOCC1,2%,-2%,-6%,-1%,1%,6%,8.0%
O=C(COC(=O)CNC(=O)c1cccc([N+](=O)[O-])c1)Nc1ccccc1OC(F)F,?,4%,9%,2%,10%,5%,-2.0%
Cc1ccc(C2(C(F)(F)F)N=C3Sc4cc(C)ccc4N3C(=O)N2)cc1 (configuration not stated),?,1%,-27%[46.1 µM],-3%,1%,?,-0.9%
N#Cc1c(N)nc2c(c1N)CC(C(F)(F)F)O2 (configuration not stated),.,11%,0%,6%,-5%,5%,-4.3%
COc1ccccc1NC1=Nc2cccc3cccc1c23,.,-17%,-39%,.,-3%,.,0.1%
Cc1nc2sc(C(c3ccco3)N3CCN(c4ccccc4F)CC3)c(O)n2n1 (configuration not stated),9%,-5%,-14%[46.1 µM],3%,-1%,5%[38.3 µM],-0.7%

# (continued)
SMILES,LMNA splice mod,CBFb RUNX1 block,NPSR antag,KinaseGlo FLuc,aGal spleen mod,IMPase Li cell,Epigenetic derep
N#C/C(=N\Nc1ccc(Cl)c(Cl)c1)C(=O)C1CC1,.,-14%,-35%,.,-15%,.,1.0%
O=c1cnnc(N/N=C/c2ccc3c(c2)OCO3)[nH]1,.,10%,11%,.,10%,.,3.9%
CCc1ccc2[nH]c(=O)c(CN(CCN(C)C)C(=S)NCc3ccco3)cc2c1,.,-12%,13%,2%,6%,14%,0.0%
C=CCNC(=O)C1CCN(S(C)(=O)=O)CC1,3%,-2%,?,-3%,2%,1%[38.3 µM],0.0%
COc1ccc(OC)c(CN(CCN2CCOCC2)C(=O)Nc2ccccc2)c1,-2%,-2%,6%,-3%,-4%,-2%,1.0%
O=C(NCc1ccccc1)C12CC3CC(CC(C3)C1)C2,-1%,-6%,-12%[46.1 µM],3%,-2%,-5%[38.3 µM],-2.2%
CNC(=O)COC(=O)c1cccc(S(=O)(=O)N2CCN(c3ccc(F)cc3)CC2)c1,.,10%,6%[7.67 µM],.,-4%,.,0.0%
COCCNC(=O)CN(C(=O)CCC(=O)Nc1cc(C)on1)c1ccc(C)cc1C,-6%,8%,-3%[46.1 µM],-3%,1%,-31%[38.3 µM],1.5%
Cc1cccc(C(=O)OCc2cnc(Cl)s2)c1,-10%,7%,3%[46.1 µM],2%,4%,3%,-14%
O=C(NCCCc1ccccc1)c1ccccc1,-3%,1%,-21%[46.1 µM],0%,-1%,-13%[38.3 µM],0.0%
COCCNC(=O)C(c1ccc(O)cc1)N(C(=O)CCC(=O)Nc1nccs1)c1cccc(C)c1 (configuration not stated),?,2%,-8%,-1%,0%,2%,0.1%
CCOC(=O)N/N=C/c1cc(C)n(-c2cccc3ccccc23)c1C,?,-17%,-4%,1%,-1%,0%,-1.0%
CCCc1cc(=O)[nH]c(SCC(=O)c2ccc3c(c2)OCCO3)n1,0%,-2%,12%,-1%,-7%,2%,0.0%
COc1ccc(Nc2ccccc2)c(C)c1,-10%,-7%,0%[46.1 µM],-3%,-3%,17%[38.3 µM],-1.2%
CN(C)CCSc1nc(-c2ccccc2)nc2c1CCC2,-8%,3%,5%[46.1 µM],0%,-8%,4%,1.0%

# Gathered by group: the compounds so far with bromine
SMILES,LMNA splice mod,CBFb RUNX1 block,NPSR antag,KinaseGlo FLuc,aGal spleen mod,IMPase Li cell,Epigenetic derep
Cc1ccc(C(=O)NCCN2C3=NC[C@H](Cc4ccc(O)cc4)N3C[C@H]2Cc2ccc(O)cc2)cc1Br,.,-10%,-10%,.,2%,.,4.8%
COc1ccccc1[C@@H]1C(c2cccc(C)c2)=NN(c2ccc(Br)cc2)[C@H]1C(=O)N1CCOC1=O,.,5%,.,1%[39.9 µM],-3%,-9%,-1.4%[40.7 µM]

# These rows are one share of the data (hit frequency here may not be typical).
